MT1-MMP act inh = blocks activation of human MT1-MMP; P50281; HT1080 RFP-PRO-GFP cells, GFP/RFP ratio fluorescence, overnight; percent of plate control window, DMSO zero; GFP/RFP ratio change, % at 20 µM; hit rate 0.061% among 360,000; AID 651647;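 active = GFP/RFP ratio change of at least 30% with cell ATP level not reduced by more than half and red fluorescence within 50% of control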; also: strong numbers were not always called active
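Test system: HT1080 RFP-PRO-GFP cells; Benchmarks: DMSO and RFP-L50D-GFP cell wells; Timing: cells overnight before dosing, compound overnight, 37 °C, 5% CO2; Compound: one 20 µM compound dose with 1% DMSO; Read-out: GFP/RFP fluorescence ratio.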
bovine MsrA act = activators of bovine methionine sulfoxide reductase A | purified bovine MsrA, absorbance read-out | activation, % at 10.6 µM | hit rate 0.3% among 360,000 | AID 602163; in the data active = activation above about 7.5%;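 also: 0% = vehicle and 100% = reference activator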
MsrA inh = inhibits bovine methionine sulfoxide reductase A; purified bovine MsrA, absorbance read-out; inhibition, % at 15.5 µM; hit rate 0.75% among 360,000; in the data active = inhibition above about 4.5%;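 also: 0% = vehicle wells with enzyme and 100% = reference inhibitor wells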
Rpn11 inh = blocks the human proteasome subunit Rpn11. O00487. human 26S proteasome, Ub4-pepOG fluorescence polarization; 20S core pre-blocked with epoxomicin. calls only at 20 µM. hit rate 0.59% among 360,000;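 active = inhibition at 20 µM, scaled to each plate's controls, above about 33%, limit read from the data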
Rin1-Abl PPI inh = inhibitors of human Rin1-Abl protein interaction | P00519+Q13671 | TR-FRET Rin1/Abl binding, biochemical | inhibition, % at 7.35 µM | hit rate 0.4% among 360,000 | AID 588664; in the data active = inhibition above about 5%, passing the limit was not always enough
E coli Lon inh = E. coli protease La inhibition. P0A9M0. purified E. coli Lon protease, fluorescence polarization. inhibition, % at 7.94 µM. hit rate 0.42% among 360,000; in the data active = inhibition above about 13%, passing the limit was not always enough;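 also: 0% = enzyme with probe and DMSO and 100% = no enzyme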
MLLE-PAM2 inh = blocks PAM2 peptide binding to the PABP1 MLLE domain | P11940 | GST-MLLE / FITC-PAM2 fluorescence polarization | inhibition, % at 20 µM | hit rate 0.36% among 360,000; in the data active = inhibition above about 35%, passing the limit was not always enough;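 also: plate controls were DMSO wells with GST-MLLE for no effect and wells lacking GST-MLLE protein for full effect; some results filed as inactive read as strong as hits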
FAS-TE inh = blocks the thioesterase domain of human fatty acid synthase | AID 602261 | hit rate 0.67% among 360,000 | P49327 | inhibition, % at 15 µM | recombinant FAS-TE, OMFH fluorogenic substrate, fluorescence endpoint;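 active = compounds whose normalised, plate-corrected inhibition of enzyme fluorescence in the single-dose primary screen is 50% or more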;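 also: 0% = DMSO with enzyme and 100% = substrate without enzyme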
CSN deneddyl inh = CSN deneddylation inhibition. Q92905. Purified CSN, SCF-Nedd8-OG deneddylation, fluorescence polarization. inhibition, % at 12.5 µM. hit rate 0.38% among 360,000. AID 651999;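 active = pattern-corrected inhibition above about 35%, with an unprinted fluorescence ratio check between 0.5 and 1.5, limit read from the data, passing the limit was not always enough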;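 also: 0% = enzyme with substrate and 100% = substrate without enzyme; some results filed as inactive read as strong as hits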
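Assay system: purified human Csn5 enzyme expressed in HEK293T cells; measure: % inhibition; also added: SCFSkp2-Nedd8OG substrate at 10 nM final; technique: fluorescence polarization; times: reaction 90 min, room temperature; medium: Tris buffer pH 7.5, NaCl, DTT, Tween-20, trehalose, ovalbumin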
Starred values were filed as active, the others as inactive; i = inactive; · = not tested or not shown.

SMILES	MT1-MMP act inh	bovine MsrA act	MsrA inh	Rpn11 inh	Rin1-Abl PPI inh	E coli Lon inh	MLLE-PAM2 inh	FAS-TE inh	CSN deneddyl inh
O=C(NCCOc1cccnc1)C1CCC(=O)N(Cc2ccccc2F)C1 (centres undefined)	5	-3	0.8	i	3	4	-4	-4	4
CCOc1ccc(NC(=O)N(Cc2ccc(C)cc2)Cc2ccccn2)cc1	2	-2	0.5	i	-1	-5	3	5	3
Cc1[nH]c2ccccc2c1C(=O)COC(=O)C1CCC1	0	-3	-0.4	i	0	1	0	4	3
CC(C)(C)NC(=O)COC(=O)c1cc(Cl)ccc1[N+](=O)[O-]	3	1	0.2	i	-2	5	-11	-1	-5
Nc1c(C(=O)C2CC2)sc2nc(-c3ccccc3)cc(C(F)(F)F)c12	-267	-5	1.1	i	0	-16	i	-144	16
NC(=O)CC[C@@H]1NC(=O)[C@@H]2CCCN2C(=O)c2cc([N+](=O)[O-])cc(I)c2NCCCC[C@@H](C(=O)NC(CC(=O)O)C(N)=O)NC1=O (some centres undefined)	2	-9	·	i	-1	0	-20	3	1
COc1ccccc1OCCCn1c(=O)sc2ccccc21	-2	-1	-1.2	i	1	2	16	12	-5
CC1(C(=O)NS(=O)(=O)C2CC2)CCCN(C(=O)c2ccco2)C1 (centres undefined)	-1	-3	0.7	i	0	-4	-12	-2	-7
O=C(CN1CCCN(Cc2ccc(F)cc2)S1(=O)=O)NC1CCCC1	0	-4	-0.6	i	3	-4	-3	-6	-2
CCOc1ccc(NC(=S)Nc2ccccc2C2(C)CC2)cc1	-3	-7	-0.5	i	-2	12	28	5	-3
CCOc1ccc(-n2c(SCC(=O)NCc3ccco3)nc3ccccc3c2=O)cc1	-4	1	1.6	i	0	3	-3	0	-2
CC1=NN(c2nc3ccccc3[nH]2)C(=O)C1Cc1ccccc1 (centres undefined)	-2	1	·	i	-3	15	-5	8	-1
O=C(Nn1c(Cc2ccccc2)nc2ccccc2c1=O)c1c(O)c2cccc3c2n(c1=O)CCC3	-14	-5	-0.2	i	2	7	-17	4	3
CCn1nc(NC(=O)C2CCCO2)c2cc3cccc(C)c3nc21 (centres undefined)	-1	-2	1.3	i	-3	-1	21	-5	6
Cc1cnc(NC(=O)CC(C)c2ccccc2)s1 (centres undefined)	-6	0	-0.5	i	-2	6	-13	-1	0
COc1ccc(Cn2nnnc2C(c2cc3cc(C)ccc3[nH]c2=O)N2CCN(C)CC2)cc1 (centres undefined)	-5	-10	0.3	i	-3	6	7	-10	3
Cc1cc(C)c2oc(C(=O)NCCc3ccc(S(N)(=O)=O)cc3)cc(=O)c2c1	0	-7	-0.9	i	-1	-5	1	-5	-1
O=S(=O)(Nc1cccc(-c2ccc(N3CCOCC3)nn2)c1)c1ccc(Cl)c(Cl)c1	10	-1	3.7	i	1	7	-8	19	2
COc1ccccc1NC(=O)C1CC(C)OC1=O (centres undefined)	-3	-3	-1.2	i	-6	6	12	-2	2
CCN(CC)C(=O)[C@H]1CC(CC(=O)NC/C=C(\C)CCC=C(C)C)C(=O)N2CCc3c([nH]c4ccccc34)[C@]12C (some centres undefined)	-12	2	-0.6	i	3	5	1	23	3
CN1OC[C@@H]2CN(Cc3ccccc3)[C@H](c3ccc(N4CCCCC4)cc3)C[C@@H]21	2	-3	0.3	i	1	-10	-14	18	2
COc1ccc(N(C(=O)Cn2nnc(-c3ccc(F)cc3)n2)C(C)C(=O)NC2CCCC2)cc1 (centres undefined)	-5	0	-0.2	i	1	3	6	16	1
CCCc1cc(=O)[nH]c(SCC(=O)Nc2sccc2C#N)n1	1	-4	-0.8	i	-5	-12	-16	-1	1
COc1ccc(/C=N/NC(=O)c2cc[n+]([O-])cc2)cc1OC	-4	-3	·	i	1	3	6	0	4
Cc1cccc(NC(=O)CCC(=O)Nc2nnc(C(F)(F)F)s2)c1	-1	-3	0.2	i	-1	-2	2	0	1

Four successive compounds out of the list so far:
SMILES	MT1-MMP act inh	bovine MsrA act	MsrA inh	Rpn11 inh	Rin1-Abl PPI inh	E coli Lon inh	MLLE-PAM2 inh	FAS-TE inh	CSN deneddyl inh
COc1ccc(N(C(=O)Cn2nnc(-c3ccc(F)cc3)n2)C(C)C(=O)NC2CCCC2)cc1 (centres undefined)	-5	0	-0.2	i	1	3	6	16	1
CCCc1cc(=O)[nH]c(SCC(=O)Nc2sccc2C#N)n1	1	-4	-0.8	i	-5	-12	-16	-1	1
COc1ccc(/C=N/NC(=O)c2cc[n+]([O-])cc2)cc1OC	-4	-3	·	i	1	3	6	0	4
Cc1cccc(NC(=O)CCC(=O)Nc2nnc(C(F)(F)F)s2)c1	-1	-3	0.2	i	-1	-2	2	0	1

Other structures:
SMILES	MT1-MMP act inh	bovine MsrA act	MsrA inh	Rpn11 inh	Rin1-Abl PPI inh	E coli Lon inh	MLLE-PAM2 inh	FAS-TE inh	CSN deneddyl inh
Cc1ccc(-c2cc(C(F)F)nc(N3CCC(C)CC3)n2)cc1	-3	2	-0.3	i	3	-8	2	23	0
Cc1cc(C)n(C(=O)CSc2ccc(Cl)cc2)n1	4	-3	0.8	i	1	4	-7	-7	-4
O=C(COC(=O)c1ccc(Cl)nc1)Nc1ccc(N2CCOCC2)cc1	-1	-8	0.6	i	3	-1	-37	-4	4
CCCCCCN(C(=O)CCCCCN1C(=O)NC(c2ccc([N+](=O)[O-])cc2)C(C(=O)OCc2ccccc2)=C1C)C(C(=O)NCCCC)C1CCCCC1 (centres undefined)	-3	-1	2.6	i	-1	-5	-4	14	-4
COCCN(C(=O)c1ccc(C#N)cc1)c1c(N)n(Cc2ccccc2)c(=O)[nH]c1=O	-3	-2	-0.1	i	0	-6	-1	-3	-2
COc1cccc(/C=C(/C#N)c2ccc(F)cc2)c1OCc1cccc(C(=O)O)c1	1	-2	0.2	i	-3	-2	-1	-7	8
CC(OC(=O)c1ccncc1)C(=O)Nc1cccc([N+](=O)[O-])c1 (centres undefined)	-4	-4	-0.3	i	0	-4	2	-5	1
COc1cc(C(CC(=O)Nc2ccc(C)cn2)N2Cc3ccccc3C2=O)cc(OC)c1OC (centres undefined)	-3	-2	0.9	i	1	-10	3	3	0
CC12CCC3c4ccc(O)cc4CCC3C1CC(=NO)C2O (centres undefined)	-4	-10	0.5	i	1	-8	-4	0	2
Cc1oc(-c2cc3c(cc2Cl)OCO3)nc1CN1CCCC(C(=O)N2CCOCC2)C1 (centres undefined)	-1	-1	-0.8	i	-3	0	1	-4	5
CCNC(=O)C1CCCN(Cc2cc(C(F)(F)F)ccc2Cl)CC1 (centres undefined)	1	6	-0.4	i	1	-6	6	-6	-4
O=C(CO/N=C/c1ccccc1Cl)N1CCCc2ccccc21	4	-2	-0.3	i	-2	-1	-2	10	-2
O=C(COC(=O)c1ccc(S(=O)(=O)N2CCOCC2)cc1)NCc1ccccc1	0	-1	-0.4	i	5	-3	2	-3	-1
O=C(c1cccs1)c1cn(CC(=O)N2CCc3ccccc3C2)c2ccccc12	0	1	-0.9	i	-1	1	-7	44	1
COc1cccc(C(=O)COC(=O)CCC(=O)NC2CCCCC2)c1	2	3	-0.4	i	-2	2	-25	-7	0
CCOC(=O)c1cc(-c2ccccc2)sc1NC(=O)CCN1C(=O)c2ccccc2C1=O	0	-6	1.1	i	-2	-2	20	20	-9
COCCn1c(SC(C)C(=O)NCC2CCCO2)nc2sc3c(c2c1=O)CCC3 (centres undefined)	-1	-3	1.4	i	-2	-1	-32	-3	4
COC(=O)CSc1nc(N2CCOCC2)c2c(c1C#N)CC(C)(C)OC2	-3	-1	-0.2	i	-3	6	-11	-2	5
CCCNC(=O)c1cc(C2CCCCN2C(=O)c2ccc(C#N)cc2)on1 (centres undefined)	-2	-5	1.1	i	0	-4	9	-7	3
Cc1ccsc1/C=C1\Oc2cc(O)ccc2C1=O	-63	-2	0.6	i	-6	-45	9	-44	-41
Cc1cccc(C)c1NC(=O)CSc1ncnc2nc[nH]c12	6	0	-0.7	i	2	-3	-17	-5	2
Cc1ccc(C)n1-c1ccc(C(=O)NN)s1	4	-4	1.6	i	-3	-1	-1	4	2
CCCCN(c1ccccc1)S(=O)(=O)c1cccc(C(=O)O)c1	-2	-3	0.8	i	0	-8	-6	2	-5
O=C(Nc1ccc(F)cc1F)c1csc(-c2ccncc2)n1	3	0	1.9	i	-4	-6	-2	8	1
Cc1c(CC(=O)O)c(=O)oc2cc3occ(-c4ccc(F)cc4)c3cc12	1	-7	1.9	i	1	-4	6	2	-1
(listing goes on)
SMILES	MT1-MMP act inh	bovine MsrA act	MsrA inh	Rpn11 inh	Rin1-Abl PPI inh	E coli Lon inh	MLLE-PAM2 inh	FAS-TE inh	CSN deneddyl inh
C[C@H](NC(=O)C1CCN(S(=O)(=O)c2ccccc2)CC1)C(=O)NCc1cccc(C(F)(F)F)c1	0	-1	0.4	i	-1	7	0	18	-5
COc1ccc(CNC(=O)c2cccc3c(-c4ccc(F)c(F)c4)coc23)cc1OC	15	-2	·	i	1	4	-4	20	4
CC(=O)c1cccc(-c2ccnc3c2CC(C(=O)Nc2cccc(NS(C)(=O)=O)c2)O3)c1 (centres undefined)	-3	-1	0.3	i	2	-6	5	-2	0
COc1ccccc1CNC(=O)C(C)Sc1ccc(C)cc1 (centres undefined)	3	0	1.4	i	3	-4	-7	0	0
CCN(Cc1ccc(O)cc1)CC1CCCN(CCc2cccc(F)c2)C1 (centres undefined)	6	-1	0.1	i	0	-5	14	-2	-6
O=C(CN1C(=O)NC2(CCCCC2)C1=O)Nc1ccccc1Cl	2	1	-0.4	i	-1	-6	-11	-2	2
CCCCOC(=O)Nc1ccc(C(C)C)cc1	2	-5	1.5	i	-2	-6	-2	14	0
CCN(C(=O)c1cccc(F)c1)c1ccccc1C	3	1	-0.9	i	4	0	-1	-3	0
Cc1cc(C)cc(OCC(=O)OCC(=O)NC2CC2)c1	5	-2	-0.8	i	2	-3	3	5	-3
COC(=O)C1CC(=O)N(CCc2c[nH]c3ccccc23)C1 (centres undefined)	1	-9	1.3	i	-2	2	-2	-13	-1
N#Cc1ccccc1OCC(=O)Nc1nc(-c2ccccn2)cs1	7	-1	-0.2	i	1	-10	17	-6	4
COc1cc(OC)cc(C(=O)Nc2nc3ccccc3[nH]2)c1	14	0	1.4	i	2	-3	1	0	-2
COCCCn1cc(CN2CC(N3CCN(Cc4ccccc4F)CC3)CS2(=O)=O)nn1 (centres undefined)	5	-3	-1.4	·	·	-8	·	-12	-3
Cc1nc(=O)c(-c2ccccc2)c(C)n1CCCO	-5	-7	-0.7	i	1	-5	-7	-6	4
Cc1cccc(C(O)c2ncc(-c3ccc(Cl)cc3)[nH]2)c1C (centres undefined)	2	-3	1.5	i	-1	-1	-5	6	-1
Cc1ccc(Oc2nsnc2N2CCOCC2)cc1	2	-1	0.1	i	0	0	-2	0	-4
CCc1ccc(N(CC(=O)Nc2sc3c(c2C(=O)OC)CCCC3)S(C)(=O)=O)cc1	-14	-1	0.7	i	3	-8	2	34	2
Cc1cc2ccccc2c(=O)n1CC(=O)NCCC1=CCCCC1	-2	-1	2.4	i	3	-4	16	0	-2
CCOc1ccccc1NC(=O)c1ccc(CN2CCc3ccccc3C2)cc1	-2	-2	-0.6	i	2	3	-6	22	3
CC(C)=C(NC(=O)c1ccccc1)C(=O)NCCCC(=O)O	3	-4	0.8	i	0	-4	7	-11	-4
Cc1ccc(-n2c(Cc3cccs3)nnc2SCC(=O)Nc2ccc(S(N)(=O)=O)cc2)cc1	-3	-13	-0.4	i	5	-11	-75	-2	-8
CCN(CC)S(=O)(=O)c1ccc(C)c(NC(=O)COC(=O)CCC(=O)c2cccs2)c1	2	-1	0.3	i	3	-4	0	2	-3

High-throughput results from PubChem BioAssay.

Hits appear at their usual frequency. About 3.7% of those tested had a hit in this group.
